# LGR2 antag: inhibitors of bursicon-induced LGR2 CRE-luciferase signal, primary screen, cell-based, HEK293, CRE-luciferase reporter, bursicon stimulation. inhibition, % at 9.99 µM. Drosophila bursicon receptor LGR2 (rickets). hit rate 0.35% among 380,000. bursicon-stimulated, 4 h;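 active = drop in luminescence signal, shown as inhibition above about 50% in the replicate tests, limit read from the data, passing the limit was not always enough; inconclusive = probably only some replicates passing the limit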;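 also: agonist challenge used bursicon conditioned medium at about half maximal strength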
# PGC1a acetyl inh: inhibitors of PGC1a acetylation signal, primary screen, cell-based, U2OS, AlphaScreen, inhibitor mode. hit rate 0.17% among 350,000. AlphaScreen anti-acetyl-lysine; with virally co-expressed GCN5 acetyltransferase. inhibition, % at 15.6 µM;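 active = every replicate shows inhibition of at least 40%; inconclusive = mean inhibition at least 40% but some replicate below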;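 also: 0% = neutral control wells and 100% = positive control wells; some results beyond the cut were filed as inactive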
# Statin myotox sup: suppressors of statin myotoxicity in C2C12 myotubes, primary screen, cell-based, single point, plate reader. C2C12 myotubes + simvastatin, ATP luminescence, 48 h; scaled: DMSO 0, geranylgeraniol control 100. rescue of ATP level, % at 7.49 µM. hit rate 0.78% among 330,000. AID 602340, 2012;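 active = mean ATP rescue above about 67%, or every replicate alone reaching that limit, limit read from the data, passing the limit was not always enough; inconclusive = no clear call, values can overlap the other calls; inactive = mean under the limit and some replicate under it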;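 also: myotubes were challenged with 10 µM simvastatin during compound exposure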
# SIRT5 inh: SIRT5 desuccinylase inhibitors, primary screen, biochemical, fluorescence imaging, single point, set 5 | NAD-dependent protein deacylase sirtuin-5, mitochondrial (Homo sapiens), Q9NXA8 | Purified SirT5, succinyl-peptide AMC, trypsin-coupled fluorescence | inhibition, % at 15 µM | hit rate 1.1% among 330,000 | AID 652115, 2013; in the data active = inhibition above about 15%; inconclusive = no clear call, values can overlap the other calls
# Target sequence (Q9NXA8 whole entry, looked up): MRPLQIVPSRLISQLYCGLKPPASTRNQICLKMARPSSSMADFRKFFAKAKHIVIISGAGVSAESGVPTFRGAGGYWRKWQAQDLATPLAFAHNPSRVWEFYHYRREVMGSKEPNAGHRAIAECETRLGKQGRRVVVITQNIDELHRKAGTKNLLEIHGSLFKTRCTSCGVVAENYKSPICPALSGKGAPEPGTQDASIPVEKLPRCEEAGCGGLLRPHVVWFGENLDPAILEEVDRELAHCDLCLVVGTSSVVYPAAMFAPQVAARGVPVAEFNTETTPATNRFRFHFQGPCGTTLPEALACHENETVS
# XiGFP reactiv: activators of inactive X chromosome reactivation, primary screen, imaging, XiGFP fibroblasts, GFP high-content imaging, set 2; XiGFP mouse fibroblasts, % GFP-positive cells imaging, 3 d; cells co-treated with 5-aza-dC sensitizer; scaled so ellipticine positive control = 100%; activation, % at 7.58 µM; hit rate 0.055% among 360,000; AID 743238, 2013;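 active = mean normalized replicate activation at least 10% and every replicate at or above 10%; inconclusive = only one of the two criteria met; inactive = mean below 10% and not all replicates reach 10%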;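 also: 0% = median of on-plate neutral control wells and 100% = ellipticine 6 µM median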
#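 Schedule: 3 d treatment, 15 min room-temperature fixation; system: 68-5-11 XiGFP fibroblast line; buffer or medium: DMEM plus 5-aza-dC sensitizer; control set: ellipticine 6 µM positive control; compound: one concentration, pinned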
# ERAP1 inh: human ERAP1 aminopeptidase inhibitors, primary screen, biochemical, single point, plate reader; Endoplasmic reticulum aminopeptidase 1 (Homo sapiens), Q9NZ08; recombinant ERAP1, Leu-AMC fluorescence, 60 min; inhibition, % at 10.7 µM; hit rate 0.15% among 340,000; AID 652197, 2013;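 active = mean replicate inhibition of at least 30%, or all replicates individually reaching that 30% level; inactive = mean below 30% and not every replicate reaching it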;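 also: 0% = neutral control wells and 100% = L-leucinethiol positive control wells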
# S100A4 inh HTS: inhibitors of S100A4-myosin IIA peptide binding, primary screen, biochemical, fluorescence polarization, TAMRA-MyoIIA peptide | inhibition, % at 10.7 µM | Protein S100-A4 (Homo sapiens), P26447 | AID 652163, 2013 | hit rate 0.14% among 360,000;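 active = mean inhibition of at least 70% across replicates, with every replicate also reaching that level; inconclusive = mean inhibition reaches 70% but some replicates fall short; inactive = mean inhibition below 70%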
# Target sequence (P26447 whole entry, looked up): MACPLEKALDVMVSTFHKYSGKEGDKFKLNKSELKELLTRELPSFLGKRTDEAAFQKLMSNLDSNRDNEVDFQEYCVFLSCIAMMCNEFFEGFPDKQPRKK
#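 Test system: S100A4 monomer protein. Medium: HEPES buffer with Ca2+, pH 7.2. Reagent: fluorescent myosin IIA peptide, 5 nM. Compound dosing: single-point compound testing. Timing: 5 min between mix addition and reading. Benchmarks: DMSO neutral and TFP positive wells.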
# Cneo AK release: Cryptococcus neoformans cell lysis inducers, primary screen, AK release luminescence, single concentration. hit rate 0.2% among 360,000. lysis activity, % at 15 µM. C. neoformans lysis, adenylate kinase release luminescence, 4 h; normalised: neutral wells 0, clomiphene wells 100. AID 651654, 2012;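 active = mean lysis activity across replicates of at least 80%, whatever share of replicates individually reach that level; inactive = mean lysis activity below 80%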
#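 Material – Cryptococcus neoformans yeast cells · Quantity – 5 × 10^6 yeast cells/mL · Buffer or medium – YPD medium · Compound – single dose · Timing – 4 h static compound exposure, 37 °C, read 1 h post-reagent · Signal – adenylate kinase release luminescence · Read-out basis – lysis from increased AK signal · Benchmarks – Clomiphene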
# The depositor's hits bear a star; ? = inconclusive; . = not tested or not shown.
(1) Cc1noc(C)c1COc1ccccc1C(=O)NC(C)c1ccc(Cl)cc1 (stereo unspecified)
(2) COC(=O)c1cc(S(=O)(=O)N2CCN(c3cccc(OC)c3)CC2)cn1C
(3) Cc1cccc(NC(=S)N(CCN(C)C)Cc2cc3cc(C)ccc3[nH]c2=O)c1
(4) Cc1ccccc1-c1ccc([C@@H]2[C@H]3CN(C(=O)Cc4ccccn4)CC(=O)N3[C@H]2CO)cc1
(5) C[C@]12c3[nH]c4ccc(Cl)cc4c3CCN1C(=O)[C@@H](CC(=O)NCCc1ccccn1)C[C@@H]2C(=O)N1CCOCC1
(6) CCNC(=O)c1cc2c(c(-c3cccc(-c4cccc(C(=O)N(C)C)c4)c3)n1)[C@@H](CCO)N(S(=O)C(C)(C)C)C2 (stereo partly specified)
(7) C[C@H]1CN([C@@H](C)CO)C(=O)c2cccc(NS(=O)(=O)c3cn(C)cn3)c2O[C@@H]1CN(C)Cc1ccc(C(=O)Nc2ccccc2N)cc1
(8) CCn1nc(C)c(CN2CCC(n3nccc3NC(=O)Cc3ccccc3)CC2)c1C
assay / entry,1,2,3,4,5,6,7,8
LGR2 antag,4,3,6,-7,-15,6,-11,2
PGC1a acetyl inh,6,3,.,3,9,11,-15,.
Statin myotox sup,-9,8,.,.,-8,8,.,6
SIRT5 inh,-2,2,5,-2,1,-1,-8,-3
XiGFP reactiv,0.1,0.2,0.0,0.2,0.1,0.6,-0.7,0.0
ERAP1 inh,-2,-2,0,2,-1,.,1,-1
S100A4 inh HTS,-5,1,-2,-6,-2,-17,-10,4
Cneo AK release,0,10,.,.,22,0,.,-2

# Shown with two lines to a compound: entries from further up
# Each structure is followed by: LGR2 antag | PGC1a acetyl inh | Statin myotox sup | SIRT5 inh | XiGFP reactiv | ERAP1 inh | S100A4 inh HTS | Cneo AK release
(5) C[C@]12c3[nH]c4ccc(Cl)cc4c3CCN1C(=O)[C@@H](CC(=O)NCCc1ccccn1)C[C@@H]2C(=O)N1CCOCC1
  -15 | 9 | -8 | 1 | 0.1 | -1 | -2 | 22
(6) CCNC(=O)c1cc2c(c(-c3cccc(-c4cccc(C(=O)N(C)C)c4)c3)n1)[C@@H](CCO)N(S(=O)C(C)(C)C)C2 (stereo partly specified)
  6 | 11 | 8 | -1 | 0.6 | . | -17 | 0
(7) C[C@H]1CN([C@@H](C)CO)C(=O)c2cccc(NS(=O)(=O)c3cn(C)cn3)c2O[C@@H]1CN(C)Cc1ccc(C(=O)Nc2ccccc2N)cc1
  -11 | -15 | . | -8 | -0.7 | 1 | -10 | .

# (next part)
(9) Cc1c[n+](C)ccc1CC1C([N+](=O)[O-])=C[N-]c2ncnn21 (stereo unspecified)
(10) CC(=O)N(Cc1cccs1)Cc1cc2cc(C)c(C)cc2nc1Cl
(11) C[C@@H]1CCCCO[C@@H](CN(C)S(=O)(=O)c2ccc(Cl)cc2)[C@@H](C)CN([C@@H](C)CO)C(=O)c2cc(NS(=O)(=O)c3ccccc3)ccc2O1
(12) COc1ccc(NC(=O)N(C)C[C@@H]2OCCCC[C@H](C)Oc3ccc(NC(=O)Nc4c(C)noc4C)cc3C(=O)N([C@H](C)CO)C[C@@H]2C)cc1
(13) C[C@@H]1CCCCO[C@@H](CN(C)C(=O)Nc2ccccc2)[C@H](C)CN([C@@H](C)CO)C(=O)c2cc(NC(=O)Nc3ccc(F)cc3)ccc2O1
(14) CCOC(=O)CCCNC(=O)CN1CCC(c2nc3ccccc3s2)CC1
(15) COc1cc(/C=N/NC(=O)c2ccncc2)cc2c1OCO2
(16) COC(=O)C1=C(C)N(Cc2ccccc2C(F)(F)F)C(=NCc2cc(OC)c(OC)c(OC)c2)NC1c1cccc(F)c1 (stereo unspecified)
assay / entry,9,10,11,12,13,14,15,16
LGR2 antag,5,-16,.,11,-12,-2,-2,-6
PGC1a acetyl inh,15,-5,5,13,0,1,7,.
Statin myotox sup,5,.,.,-6,.,2,1,.
SIRT5 inh,2,-2,13,-6,3,-1,-3,0
XiGFP reactiv,-0.1,0.0,0.0,-0.9,0.2,0.2,0.2,0.0
ERAP1 inh,1,-2,0,-3,-3,-1,1,1
S100A4 inh HTS,1,1,-23,-45,-13,0,-2,0
Cneo AK release,0,.,.,6,4,2,-1,.

(17) COc1ccc(N)cc1CN1CCN(c2ncc(Cc3ccccc3)cn2)CC1
(18) CCOC(=O)C1CCN(C(=O)CCc2nnc3ccc(NCc4ccco4)nn23)CC1
(19) CN(Cc1c(C(=O)N/N=C/c2ccc(O)cc2)nnn1-c1nonc1N)C1CCCCC1
(20) COCC(C)Nc1nc(C)c(C(C)=O)s1 (stereo unspecified)
(21) COC(=O)C1C(O)=C(C(C)=N)C(=O)CC1(C)C (stereo unspecified)
(22) O=C(CN(C(=O)CCC(=O)Nc1ccccn1)C1CCCC1)NCc1ccc(F)cc1
(23) CCOC(=O)Cc1csc(NC(=O)CSc2cc(Cl)ccc2Cl)n1
(24) Nc1ncncc1-c1ccccc1Cl
assay / entry,17,18,19,20,21,22,23,24
LGR2 antag,-12,0,24,16,5,-5,-5,-1
PGC1a acetyl inh,.,1,-8,.,7,-5,.,-15
Statin myotox sup,.,-10,10,.,7,2,.,-17
SIRT5 inh,-5,-5,1,2,.,0,-2,-6
XiGFP reactiv,0.2,0.0,0.0,-1.2,.,0.0,0.1,-0.1
ERAP1 inh,-4,5,-1,5,.,1,1,5
S100A4 inh HTS,-6,0,-3,-3,.,-3,6,-8
Cneo AK release,.,-1,3,.,-1,0,.,0

(25) CCCNC(=O)C[C@H]1C[C@H]2c3cc(NC(=O)CN(C)C)ccc3O[C@H]2[C@H](CO)O1
(26) O=C(N[C@H]1CC[C@@H](CCn2cc(C3CCCCC3)nn2)O[C@@H]1CO)c1cccnc1
(27) Cc1ccc2[nH]c(C(=O)NN=C3CCCCC3)c(-c3ccccc3)c2c1
(28) COc1ccc(CCN(C)C(=O)c2cc(S(=O)(=O)NCc3ccccc3)ccc2C)cc1OC
(29) O=C(Nc1cccc(S(=O)(=O)N2CCCCCC2)c1)c1cc(=O)c2ccccc2o1
(30) COc1ccc(S(=O)(=O)Nc2ccc(NC(C)=O)cc2)cc1Br
(31) COc1cccc(NC(=O)N(C)C[C@H]2Oc3ncc(C#Cc4cccnc4)cc3C(=O)N([C@H](C)CO)C[C@H]2C)c1
(32) COc1ccccc1NC(=O)NC1(C)CCS(=O)(=O)C1 (stereo unspecified)
assay / entry,25,26,27,28,29,30,31,32
LGR2 antag,-10,-14,-1,-8,23,2,-12,-8
PGC1a acetyl inh,3,3,-6,12,-7,10,-3,6
Statin myotox sup,-3,0,.,-1,.,.,45,1
SIRT5 inh,.,1,-1,-5,0,-5,?,.
XiGFP reactiv,0.0,-0.3,0.2,-0.1,0.0,0.4,0.6,0.0
ERAP1 inh,.,0,0,0,0,1,-2,0
S100A4 inh HTS,.,5,2,-3,-7,-3,0,3
Cneo AK release,-2,6,.,-1,.,.,-1,.

(33) COc1ccc(OC(=O)/C=C/c2ccc([N+](=O)[O-])cc2)cc1
(34) CN1CCN(C(=O)C[C@@H]2CC[C@@H]3[C@H](COc4ccc(NC(=O)c5cscn5)cc4C(=O)N3C)O2)CC1
(35) COc1cccc(NC(=O)Cn2nnc(C(=O)Nc3cc(Cl)ccc3OC)c2N)c1
(36) CCOc1ccc(-c2cc(N)n(S(=O)(=O)c3ccc(OC)c(OC)c3)n2)cc1
(37) COc1ccccc1NS(=O)(=O)c1c(C)[nH]c(C)c1C(=O)N1CCCC1
(38) Cc1nc(CCNC(=O)CC2C(=O)NCCN2Cc2ccccc2F)sc1C (stereo unspecified)
(39) COC(=O)C1=NN[C@H](C(=O)OC(C)(C)C)[C@H]1c1ccccc1
(40) COc1ccc(-n2c(SC(C)C(=O)Nc3ncc(Cl)cc3Cl)nc3ccccc32)cc1 (stereo unspecified)
assay / entry,33,34,35,36,37,38,39,40
LGR2 antag,3,5,13,-10,6,-1,16,28
PGC1a acetyl inh,11,-1,5,-13,-1,5,.,-4
Statin myotox sup,5,13,9,17,0,7,.,.
SIRT5 inh,2,0,-1,5,1,-3,-6,.
XiGFP reactiv,0.1,0.5,0.2,0.0,0.3,2.0,0.0,0.1
ERAP1 inh,1,0,-2,4,-2,-1,0,.
S100A4 inh HTS,-1,-1,-19,-3,-6,-13,2,.
Cneo AK release,-2,-2,-2,1,3,-2,.,1

(41) CCCCCn1nc(C(=O)OCc2nnc(-c3ccccc3)o2)c2ccccc2c1=O
(42) CCOC(=O)c1c(NC(=O)COC(=O)Cn2cnc3ccccc32)sc2c1CCC(C)C2 (stereo unspecified)
(43) CCOc1ccc(N2CC(C(=O)Nc3ccccc3C(=O)N3CCOCC3)CC2=O)cc1 (stereo unspecified)
(44) Cc1ccc(S(=O)(=O)N(C)C[C@H]2Oc3c(NC(=O)C4CC4)cccc3C(=O)N([C@H](C)CO)C[C@@H]2C)cc1
(45) O=S(=O)(Nc1ccc(Cl)cc1NS(=O)(=O)c1ccccc1)c1ccccc1
(46) CCCN1[C@H](C(=O)NC2CCC2)[C@@H](CO)[C@@H]2Cn3c(ccc(-c4ccccc4F)c3=O)[C@@H]21
(47) CC1(C)CC(=O)C=C(c2cccc3c2oc2ccccc23)C1
(48) COc1ccc(S(=O)(=O)N2CCCCC2)cc1NC(=O)c1ccc(CS(C)(=O)=O)cc1
assay / entry,41,42,43,44,45,46,47,48
LGR2 antag,-7,20,-2,14,21,0,-32,8
PGC1a acetyl inh,.,.,-9,-3,-4,.,-5,-11
Statin myotox sup,-8,.,0,-4,-47,5,-1,-2
SIRT5 inh,0,-2,-3,-1,2,-1,0,0
XiGFP reactiv,0.0,-0.1,0.0,-1.4,0.8,0.1,0.0,0.0
ERAP1 inh,-5,-1,-3,-1,5,0,3,5
S100A4 inh HTS,2,-1,-6,-15,25,6,2,-1
Cneo AK release,-6,.,-3,-1,-1,1,-2,1

(49) Cc1ccc(NCCCn2cnc(C(=O)Nc3ccc(C)c(C)c3)n2)cc1C
(50) COc1cc(-c2nc3ccccn3c2/N=C/c2cc(OC)c(O)cc2Cl)ccc1O
(51) CC(=O)Oc1cc2oc(=O)cc(C)c2cc1OC(C)=O
(52) Cc1cc(C)nc(SCCn2c(N3CCOCC3)nc3c2c(=O)[nH]c(=O)n3C)n1
assay / entry,49,50,51,52
LGR2 antag,3,2,.,11
PGC1a acetyl inh,-8,-17,5,.
Statin myotox sup,2,.,6,.
SIRT5 inh,0,4,.,0
XiGFP reactiv,0.1,0.1,.,-0.1
ERAP1 inh,-3,10,.,1
S100A4 inh HTS,2,-4,9,2
Cneo AK release,7,.,1,.

# Some of the compounds tested, so the mix of outcomes need not match the whole.
